WRN inhibitor – blocks human WRN helicase; Q14191; WRN helicase unwinding, fluorescent forked duplex, kinetic; Potency, µM (doses to about 114 µM), for inactives: at the highest dose activity change, negative = inhibition, usual class: inhibitors; 0.46% of 360,000 active; further: potency means the concentration at half of the fitted maximal effect; on the % scale 0 is the no-effect control and ±100 the full control effect; nearly all actives have a fitted effect of over 55% in size
Target sequence (Q14191 whole entry, looked up): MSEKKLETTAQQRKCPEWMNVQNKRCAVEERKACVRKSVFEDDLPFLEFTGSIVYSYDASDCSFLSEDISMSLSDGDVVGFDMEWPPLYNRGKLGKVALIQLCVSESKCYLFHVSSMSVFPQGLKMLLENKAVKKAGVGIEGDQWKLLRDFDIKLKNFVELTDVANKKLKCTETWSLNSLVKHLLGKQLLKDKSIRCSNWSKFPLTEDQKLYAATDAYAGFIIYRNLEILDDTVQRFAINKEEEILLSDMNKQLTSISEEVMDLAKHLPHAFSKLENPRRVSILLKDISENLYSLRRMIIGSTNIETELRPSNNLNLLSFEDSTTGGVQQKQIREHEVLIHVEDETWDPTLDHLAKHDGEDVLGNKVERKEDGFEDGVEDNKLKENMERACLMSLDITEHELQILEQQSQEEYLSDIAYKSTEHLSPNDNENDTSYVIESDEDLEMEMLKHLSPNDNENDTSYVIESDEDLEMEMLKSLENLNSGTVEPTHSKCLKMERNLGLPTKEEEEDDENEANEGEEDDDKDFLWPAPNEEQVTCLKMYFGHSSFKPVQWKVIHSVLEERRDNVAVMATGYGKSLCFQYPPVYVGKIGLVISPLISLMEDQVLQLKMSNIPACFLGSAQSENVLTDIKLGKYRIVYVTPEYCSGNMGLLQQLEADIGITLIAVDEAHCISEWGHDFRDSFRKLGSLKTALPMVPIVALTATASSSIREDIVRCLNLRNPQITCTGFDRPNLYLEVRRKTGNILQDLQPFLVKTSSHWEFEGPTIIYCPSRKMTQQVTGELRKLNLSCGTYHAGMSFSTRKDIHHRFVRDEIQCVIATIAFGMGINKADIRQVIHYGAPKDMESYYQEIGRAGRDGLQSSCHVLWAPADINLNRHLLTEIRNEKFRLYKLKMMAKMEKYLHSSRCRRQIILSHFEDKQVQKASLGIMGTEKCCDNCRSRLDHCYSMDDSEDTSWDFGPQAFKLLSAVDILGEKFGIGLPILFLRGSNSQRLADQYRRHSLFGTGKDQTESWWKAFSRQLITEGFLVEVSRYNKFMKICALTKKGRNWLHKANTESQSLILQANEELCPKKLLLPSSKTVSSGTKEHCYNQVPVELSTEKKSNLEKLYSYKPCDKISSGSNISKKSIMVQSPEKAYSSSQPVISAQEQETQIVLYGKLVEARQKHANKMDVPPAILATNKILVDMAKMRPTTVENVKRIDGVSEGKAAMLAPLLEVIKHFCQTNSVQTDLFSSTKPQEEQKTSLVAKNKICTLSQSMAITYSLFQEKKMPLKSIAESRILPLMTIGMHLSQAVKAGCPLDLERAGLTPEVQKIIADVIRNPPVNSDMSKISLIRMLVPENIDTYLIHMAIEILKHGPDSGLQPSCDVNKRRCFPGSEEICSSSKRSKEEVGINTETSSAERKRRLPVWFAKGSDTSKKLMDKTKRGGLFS
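WRN at 20 nM final was preincubated with compound for 15 min at room temperature; reaction started with 100 nM forked duplex oligonucleotide carrying fluorophore and quencher plus 2 mM ATP (final). Unwinding followed kinetically by red fluorescence (ex 525/em 598 nm).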
EPAC1 agonist – EPAC1 (human) agonism | AID 720707 | EPAC1 agonist qHTS, biochemical assay; response scale: 100% = response to 6.5 mM cAMP | Potency, µM (series often up to 154 µM), without a hit: top-dose activation, actives largely listed as activators | 0.073% of 360,000 active; further: potency means the concentration at half of the fitted maximal effect; nearly all actives have a fitted effect of over 60% in size
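Read-out is the fluorescence drop as BODIPY-GDP leaves Rap1B (480 nm excitation, 540 nm emission), recorded every 5 minutes over 30 minutes. Reactions held 100 nM EPAC1, 250 nM Rap1B–BODIPY-GDP and 50 uM GDP, with 6.5 mM cAMP setting full activation.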
FUS suppressor – FUS proteinopathy suppression in yeast | S. cerevisiae FUS-expressing, growth rescue, OD600, 24 h | Potency, µM (series often up to 76.6 µM), for the others: at the highest dose growth rescue (activation), usual class: activators | 0.24% of 390,000 active | AID 1347120;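 further: potency means the concentration at half of the fitted maximal effect; plate controls were DMSO vehicle for no effect and reference control for full effect; nearly all actives have a fitted effect of over 55% in size; some results filed as inactive show a strong effect at the top dose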
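Yeast expressing FUS under galactose induction, OD 0.005 in 2% galactose medium; compounds in a dilution series, 24 h at 30C. Growth rescue by absorbance at 600 nm; CP55940 positive control, DMSO negative.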
EPAC1 antag – EPAC1 (human) antagonism; EPAC1 GEF assay, Rap1b-BODIPY-GDP exchange fluorescence; 0.14% of 360,000 active; O95398; Potency, µM (doses to about 115 µM), inactives show top-dose activity change, negative = inhibition, actives largely listed as inhibitors;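 further: potency means the concentration at half of the fitted maximal effect; plate controls were vehicle for no effect and positive control for full effect; nearly all actives have a fitted effect of over 50% in size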
IL2 activator – IL-2 activation; 0.065% of 360,000 active; activation, % (series mostly up to about 46 µM); IL-2 activation reporter assay, cell-based qHTS; stimulated with anti-CD3/CD4/CD28 beads; in transgenic mouse T cells; in the data active means activation above about 50%; inconclusive means mostly about 30% to 49%; further: 0% is about no effect
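Readout is EGFP and DsRed signal by fluorescent plate cytometry after 18 h at 37 degrees C. Transgenic mouse T cells (750/well) received compound for 60 min before bead stimulation (anti-CD3, anti-CD4, anti-CD28); memory T cells served as non-tolerant control.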
aSyn yeast inh – inhibitors of alpha-synuclein toxicity in yeast. Yeast expressing alpha-synuclein, growth rescue, BacTiter-Glo, 24 h. Potency, µM (highest dose often 46.1 µM), for inactives: at the highest dose growth rescue (activation), most hits filed as activators. 0.14% of 370,000 active. AID 652106; further: potency means the concentration at half of the fitted maximal effect; % of control where 0% means no effect; nearly all actives have a fitted effect of over 65% in size
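Rescue of yeast growth: cells expressing toxic alpha-synuclein, induced in galactose at OD600 0.02, incubated with compound 24 h at 30 C. ATP luminescence quantified growth; inhibitors of toxicity appear as activators.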
PI5P4Ka inh – blocks human PI5P4K alpha kinase activity. AID 652105. 1.2% of 330,000 active. PI5P4Kalpha enzyme, ADP-Glo luminescence, 60 min; stronger effect = lower value. max response, %. P48426; active means max response of -50% or lower; inconclusive means between -30% and -50%; inactive means -30% or higher; further: value at the top dose of about 77 µM; on the % scale 0 is the no-effect control and ±100 the full control effect
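PI5P4Kalpha ADP-Glo assay; 5 microM ATP final; 60 min RT reaction; HEPES pH 7.4/EGTA/CHAPS, 5% DMSO; controls lacking substrate or enzyme; luminescent end-point.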
Abeta rescue – restores growth of yeast expressing A-beta42 peptide; AID 1347071; 0.063% of 410,000 active; Potency, µM (top dose mostly 46.1 µM), without a hit: at the top dose growth rescue, hits mostly activators; yeast expressing A-beta42, growth rescue, OD600, 48 h; response scale: 0% DMSO, 100% iron-clioquinol control; further: potency means the concentration at half of the fitted maximal effect; nearly all actives have a fitted effect of over 55% in size
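Yeast growth medium received pinned compounds, then yeast cells expressing toxic A-beta were added; plates incubated at 30 C for 48 hr. Growth read as absorbance at 600 nm, normalized to DMSO and equimolar FeCl3 plus clioquinol controls.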
PLK1 PBD block – inhibitors of human PLK1 polo-box domain binding | 2.8% of 360,000 active | Potency, µM, for the others: max response, negative = inhibition, usual class: inhibitors | Plk1 PBD binding of FITC phosphopeptide, fluorescence polarization | AID 720504; further: potency means the concentration at half of the fitted maximal effect; series mostly up to about 57 µM; on the % scale 0 is the no-effect control and ±100 the full control effect; nearly all actives have a fitted effect of over 65% in size
* = called active by the depositor; ? = inconclusive; . = no result given; & = joins results of further samples; [ ] = remark or other dose. Unless noted, the call rests on the fitted dose curve; in most records, active means well fitted curve in the direction sought with a large enough effect; inconclusive means small, poorly fitted or top-dose-only effect, or another doubt; inactive means no such curve, though single readings can be large; an effect the other way counts as inactive or inconclusive.

Screens in order: WRN inhibitor | EPAC1 agonist | FUS suppressor | EPAC1 antag | IL2 activator | aSyn yeast inh | PI5P4Ka inh | Abeta rescue | PLK1 PBD block
CCc1ccc(CNCCSc2nnnn2C)cc1
  9% | 4% | 9% | -17% | -0.1 | 3% | . | -1% | -8%
Cc1cc(O)c(C(C)C)cc1N=Cc1cc([N+](=O)[O-])ccc1O
  -9% | 0% | -15% | -5% | -1.4 | -14% | -23 | -19% | -17%
Cc1cc(C)c(C#N)c(N2CCOCC2)n1
  -35% | 2% | -50% | -19% | -3.3 | 2% | -4 | 3%[9.22 µM] | -4%
CCCCn1cc([N+](=O)[O-])nc1C
  7% | -12% | 9% | -3% | 0.0 | -1% | 1 | -14% | 4%
O=c1/c(=C/c2ccccn2)sc2nc3ccccc3n12
  -31% | 8% | . | 6% | -0.9 | -8% | -1 | -5% | -14%
Cc1cccc(NC(=O)CC2Nc3cccc4cccc(c34)NC2=O)c1 (configuration not stated)
  -14% | 2% | 34%&51% | -10% | -1.5 | 1% | . | 4%&7% | -2%
N#CC1=C(N)SC(N)=C(C#N)C1c1cccc(Oc2ccccc2)c1
  ? | 17% | ? | -8% | 4.6 | -29% | . | -19% | -28%
COc1cccc(CN2CCNC(=O)C2CC(=O)NCc2cn3cccc(C)c3n2)c1OC (configuration not stated)
  -1% | -19% | 18% | ? | 1.1 | 2% | -24 | -11% | -18%
Cc1cc(NC(=O)c2ccc(N3CCCC3)c([N+](=O)[O-])c2)no1
  -12% | -5% | 21% | -5% | -2.3 | 2% | -15 | -14% | -8%
COc1ccccc1Nc1nc(C2(C)CCC(=O)O2)cs1 (configuration not stated)
  -10% | 0% | 10% | 0% | -1.5 | -15% | . | 5% | 0%
CN1CCN(C(=O)c2ccccc2NC(=O)C(C)(C)C)CC1
  -4% | -3% | 0% | 4% | -2.6 | -1% | 0 | 10% | -5%
CCOC(=O)c1cn(Cc2ccccc2)c(C(=O)OC(C)(C)C)c1O
  -3% | -4% | 23% | -18% | -3.5 | 25% | 4 | 2% | ?
COc1ccc(C(=O)n2nc(-c3ccco3)nc2N)cc1
  1% | 1% | 16% | 0% | 1.7 | 3% | 3 | 7% | ?
COc1ccccc1NC(=O)c1cccnc1
  9% | -1% | 4% | 3% | -1.2 | -7% | 0 | -8% | -8%
O=C(O)Cn1nnc(-c2ccc(OCc3ccccc3Cl)cc2)n1
  -11% | 2% | 7% | -2% | 0.0 | 10% | 11 | -17% | -5%
Cc1nc(SC(C(=O)c2ccccc2)c2ccccc2)n[nH]1 (configuration not stated)
  -4% | 2% | 22% | 17% | -2.3 | -10% | . | -1% | 0%
COc1ccc(C(=O)N2CCCCC2C(=O)Nc2ccc(-n3nc(C)cc3C)cc2)o1 (configuration not stated)
  -2% | 0% | 2% | -3% | -3.2 | 6% | -28 | 17% | 24µM*
CC(C)CC1C(=O)N(Cc2cn(CC3CCCCC3)nn2)CCS(=O)(=O)N1Cc1ccc(-c2cccc(CO)c2)cc1 (configuration not stated)
  -10% | -3% | ? | -18% | -4.1 | 0% | 0 | -3% | 3%
Cc1n[nH]c(=S)n1/N=C/c1ccc(OCc2ccc(Cl)cc2Cl)cc1
  3% | -7% | 13% | -5% | 0.6 | 0% | -3 | -14% | -1%
CCCCNC(=O)Nc1cc(C(=O)OC)ccc1Cl
  0% | -2% | 1% | 12% | 1.5 | 5% | 3 | 10% | -7%
COc1ccccc1NS(=O)(=O)c1ccc(O)c(C(=O)OCC(=O)c2ccc(Cl)cc2Cl)c1
  -4% | 2% | 21% | -20% | 1.8 | 6% | 1 | -5% | -4%
CCc1nn(C(C)C(=O)N2CCN(c3ccccc3)CC2)c(=O)c2cc3occc3n12 (configuration not stated)
  -3%[57.1 µM] | 6% | 9%&27% | 18% | -2.9 | 4% | 8 | -2%&-8% | -6%
CCOC(=O)c1c(N2C(=O)C3C4C=CC(C4)C3C2=O)sc2c1CCC(C)C2 (configuration not stated)
  8% | 5% | . | -2% | -0.6 | -2% | 0 | -15% | -7%
N#Cc1cn(-c2ccccc2)nc1-c1ccc2c(c1)OCCO2
  -2% | -1% | -10% | 10% | 0.0 | 2% | 0 | 16% | 1%
COc1cccc(CC(=O)Nc2nc(C)cs2)c1
  -6% | 0% | -16% | -14% | -1.2 | -8% | -2 | 9% | 0%
O=C(NCCc1ccc2c(c1)OCCO2)c1cc(F)cc(F)c1
  -27%[57.1 µM] | -1% | 26% | 31%[activator] | -1.1 | 1% | 0 | 7% | 5%
CCOC(=O)c1ccc(N2CSC3=C(C#N)C(c4ccc(OC)cc4OC)CC(=O)N3C2)cc1 (configuration not stated)
  -5% | -1% | ? | -12% | 2.3 | 12% | -26 | 7% | -11%
Cc1ccc(S(=O)(=O)N2CCCCC2)cc1C(=O)Nc1ccc2cn[nH]c2c1
  -1% | 7% | 17% | -9% | -0.6 | -1% | -7 | 20% | -9%
CCc1nn(C(C)C(=O)NC(C)CCc2ccco2)c(=O)c2cc3occc3n12 (configuration not stated)
  -9% | 7% | -1% | 3% | -0.4 | -8% | -7 | 0% | -15%
CCCN1C(=O)SC(CC(=O)Nc2ccccc2C)C1=O (configuration not stated)
  13% | -1% | 3% | -1% | 0.5 | 0% | 4 | -3% | -22%

Continuation:
Screens in order: WRN inhibitor | EPAC1 agonist | FUS suppressor | EPAC1 antag | IL2 activator | aSyn yeast inh | PI5P4Ka inh | Abeta rescue | PLK1 PBD block
Cc1ccc(OCC(=O)NC(=S)Nc2ccc(S(=O)(=O)Nc3cc(C)on3)cc2)c(Br)c1
  -25% | 6% | ? | 5% | 0.7 | 2% | -2 | -4% | ?
CC(=O)Nc1ccc(C(=O)Nc2ccc(S(=O)(=O)N3CCCC3)cc2)cc1
  13% | 14% | -19% | -10% | 0.7 | -1% | -7 | -3% | -12%
O=C(/C=C\c1ccco1)Nc1nc(-c2ccc3ccccc3c2)cs1
  ? | 3% | 17% | ? | 0.0 | -13% | 5 | 6% | -11%
Cc1cc(C)c(S(=O)(=O)N2CCCC(C(=O)NCc3cccnc3)C2)c(C)c1 (configuration not stated)
  -24% | 3% | . | -6% | -4.1 | -1% | -1 | -13% | -3%
COc1cccc(CCNC(=O)C2CCC(=O)N(C3CC3)C2)c1OC (configuration not stated)
  5% | 3% | -14% | 11% | -3.4 | -5% | -3 | 3% | -1%
COCc1ccc(C(=O)N2CCCC(Nc3ccc(F)c(F)c3)C2)s1 (configuration not stated)
  -33% | -3% | 21% | -19% | -3.6 | 0% | -5 | 10% | -10%
COc1ccc(NC(=O)COC(=O)Cc2coc3cc(OC)ccc23)c(OC)c1
  -20% | -7% | 15% | -11% | -0.6 | 2% | 1 | 3% | 3%
CCOC(=O)C1[C@H]2C(=O)N(CCCOC)C[C@]23C=C[C@H]1O3 (some centres not stated)
  2% | -6% | -6% | 8% | -0.6 | 2% | . | -2% | -4%
COc1ccc(OCCN2CCN(C(=O)c3ccc(OC)c(OC)c3)CC2)cc1
  2%[57.1 µM] | 9% | -10% | -18% | 0.3 | 0% | 4 | -16% | -13%
CCOC(=O)Nc1sc(C)c(C)c1C(=O)OCC
  -30%[57.1 µM] | -5% | -10% | ? | 0.1 | 6% | 14 | 4% | -11%
CC(=O)Nc1ccc(CCNC(=O)c2ccc3ccccc3c2O)cc1
  -5% | -5% | . | -5% | 2.3 | -8% | -9 | 7% | -2%
COc1cc(OC)c(-n2cc(-c3ccc(Cl)cc3)[nH]c2=O)cc1Cl
  -1% | -1% | 5% | 0% | 0.3 | 2% | -7 | -6% | -11%
O=C(O)c1cc(S(=O)(=O)NCCOc2ccccc2)ccc1Cl
  -12% | 4% | 2% | -5% | 0.0 | 2% | -5 | 16% | 0%
CN(CCOc1ccc(CC2SC(=O)NC2=O)cc1)c1ccccn1 (configuration not stated)
  4%&3% | -32%&-21%[inhibitor] | -42%&-28% | -3%&1% | -0.6&0.8 | 4%&2% | -1&0 | -10%&0% | -2%&-3%
CCN(C(=O)c1ccco1)c1nnc(-c2ccc(OC)cc2)s1
  -4% | -1% | -11% | 4% | 2.3 | 0% | -4 | 24% | -12%
O=C(CCc1ccccc1)NNC(=O)c1ccc(Br)cc1
  2% | 6% | 34% | -7% | -0.3 | 1% | 3 | -7% | -16%
COC(=O)c1cc(NC(=O)c2cc(-c3ccc(C(F)(F)F)cc3)oc2C(F)(F)F)ccc1N1CCOCC1
  -2% | -3% | 22% | 5% | -0.8 | 1% | -6 | -8% | 0%
COc1ccc(S(=O)(=O)N2CCC[C@H]2C(=O)NC2=NCCS2)cc1
  12% | 1% | 30% | 0% | -3.1 | -10% | . | 1% | -9%
COc1ccc(-n2c(=O)[nH]cc(C(=O)Nc3ccccc3)c2=O)cc1
  -7% | -11% | -16% | -24% | -1.3 | 0% | -12 | -12% | -16%
O=C(COC(=O)c1ccc2c(c1)OCO2)Nc1ncc(Cl)cc1Cl
  -12% | 3% | 9% | 4% | -1.4 | 4% | -4 | -4% | 2%
CC(C)CN(C(=O)CN(C)CC(=O)Nc1ccc(Cl)c(C(F)(F)F)c1)c1c(N)n(CC(C)C)c(=O)[nH]c1=O
  5% | 2% | 29% | 6% | -0.8 | 2% | -4 | 7% | 1%
COc1ccccc1-c1nnc(SCC(=O)OC(C)C)o1
  6% | 2% | 11% | 2% | -2.9 | 9% | . | 14% | -14%
C=CCNC(=O)C1=NOC(CNC(=O)c2c(-c3ccccc3Cl)noc2C)C1 (configuration not stated)
  -11% | 2% | -39% | -7% | -2.0 | -2% | -1 | 2%[9.22 µM] | 1%
Cc1cccc([C@@H]2[C@@H]3C(=O)N(Cc4ccccc4)C(=O)[C@@H]3[C@]3(Cc4ccc(Cl)cc4)C(=O)N(c4ccccc4)C(=O)N23)c1
  9% | -6% | -9% | -4% | -3.2 | 0% | -5 | 1% | -7%
COc1ccc(C(=O)Nc2ccc3nc(C)sc3c2)cc1OC
  2% | 18% | -1% | -20% | -0.5 | 0% | -6 | 7% | -5%
CC(C)c1ccc(N(CC(=O)NCc2cccnc2)S(=O)(=O)c2ccccc2)cc1
  -9% | 3% | 9% | -2% | 0.2 | -1% | -1 | 16% | 0%

High-throughput results from PubChem BioAssay.
